# PMI act hi M6P: PMI (human) activation, high substrate. P34949. coupled PMI enzyme assay, resazurin fluorescence, 20 min; stronger effect = higher value; 1 = untreated enzyme, 0 = substrate-free blank. activation factor at 20 µM. 190,000 tested, 0.34% active;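 active means activation factor of 2 or more at 20 µM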
# Target sequence (P34949 whole entry, looked up): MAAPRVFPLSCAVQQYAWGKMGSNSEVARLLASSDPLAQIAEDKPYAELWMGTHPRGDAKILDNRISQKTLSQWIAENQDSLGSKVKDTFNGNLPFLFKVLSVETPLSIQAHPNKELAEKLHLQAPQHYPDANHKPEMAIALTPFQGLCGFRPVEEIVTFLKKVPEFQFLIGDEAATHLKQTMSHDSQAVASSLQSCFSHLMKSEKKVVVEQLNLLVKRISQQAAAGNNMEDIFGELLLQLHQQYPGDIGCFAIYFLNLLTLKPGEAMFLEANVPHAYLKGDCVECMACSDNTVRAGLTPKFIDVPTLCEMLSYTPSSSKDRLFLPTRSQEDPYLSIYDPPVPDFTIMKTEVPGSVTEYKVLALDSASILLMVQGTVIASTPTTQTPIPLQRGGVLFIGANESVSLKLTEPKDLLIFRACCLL
#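 Technique: Diaphorase-driven resazurin-to-resorufin fluorescence, excitation 544, emission 590 nm | Assay system: Human PMI in coupled enzyme assay | Times: Enzyme reaction with compound 20 min at room temperature | Medium: HEPES-buffered pH 7.4 with magnesium and detergent | Reagent: Mannose-6-phosphate 1.0 mM (near-saturating) plus 0.22 mM NADP+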
# TNAP inh no acc: inhibitors of human TNAP without phosphate acceptor; P05186; purified TNAP, CDP-star luminescence, 30 min; inhibition, % at 20 µM; 200,000 tested, 0.26% active;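 active means tissue-nonspecific alkaline phosphatase inhibition above about 50% at 20 µM in the single-dose screen, limit read from the data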;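 further: 0% = DMSO negative control and 100% = EDTA positive control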
# NF-kB neuron act: NF-kB expression increase, human neuronal cells; NF-kB reporter expression; stronger effect = higher value; fold change at 12.5 µM; 190,000 tested, 1.6% active; AID 1239; in the data active means fold change above about 3.3
# APP 5'UTR act: APP 5'UTR luciferase reporter activation | SH-SY5Y APP 5'UTR luciferase reporter, luminescence; zero percent = DMSO vehicle wells | 190,000 tested, 1% active | activation, % at 2 µM;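 active means activation above a set limit, based on mean plus 3 SD of controls, cut at about 140% in these data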; further: values of inactives mirror those of a sister screen read the other way
# FLuc stim CS: firefly luciferase counter-screen for stimulation assays. ATPlite luciferase biochemical, luminescence, 10 min; 0 = ATP-free wells, 1 = DMSO control. activation factor at 10 µM. 200,000 tested, under 10 active;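 active means luciferase activation factor, scaled between plate controls, of at least 2 with compound at 10 µM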
# Target sequence (P08659 whole entry, looked up): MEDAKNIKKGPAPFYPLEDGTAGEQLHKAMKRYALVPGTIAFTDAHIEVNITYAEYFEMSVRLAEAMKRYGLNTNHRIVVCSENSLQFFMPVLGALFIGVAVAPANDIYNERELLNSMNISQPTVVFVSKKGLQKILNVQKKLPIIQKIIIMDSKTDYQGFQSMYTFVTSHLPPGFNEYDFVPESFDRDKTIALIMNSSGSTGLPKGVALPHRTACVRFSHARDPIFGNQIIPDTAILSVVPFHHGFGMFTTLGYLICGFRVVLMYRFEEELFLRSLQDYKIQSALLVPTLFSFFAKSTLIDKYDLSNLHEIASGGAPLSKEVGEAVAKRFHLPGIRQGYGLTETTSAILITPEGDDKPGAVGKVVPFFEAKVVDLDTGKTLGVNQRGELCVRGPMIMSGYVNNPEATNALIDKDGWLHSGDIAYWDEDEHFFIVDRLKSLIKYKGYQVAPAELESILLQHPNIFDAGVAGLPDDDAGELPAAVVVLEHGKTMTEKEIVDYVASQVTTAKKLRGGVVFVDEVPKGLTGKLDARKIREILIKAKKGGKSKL
#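 test system = cell-free luciferase reagent | medium = PBS as buffer for the ATP substrate | dosing = test compounds dosed from 2 mM stocks in 100% DMSO | incubation = 10 min at ambient temperature | detection = luminescence measurement of luciferase light output | benchmarks = low control with PBS replacing ATP, high control enzyme plus ATP without compound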
# TNAP act hi DEA: TNAP (human) activation, high acceptor; purified TNAP, CDP-star luminescence, 1 M DEA, 30 min; stronger effect = higher value; 0 = EDTA background, 1 = DMSO-only activity; P05186; 200,000 tested, under 10 active; activation factor at 20 µM; AID 1136;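 active means activation factor at least 2 at 20 µM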
#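 Dosing: 20 µM single point. System: human TNAP. Amount: TNAP 1/800 final. Incubation: 30 min, room temperature. Read-out: TNAP activation factor scaled between EDTA and DMSO control wells. Signal: luminescence from CDP-star hydrolysis. Medium: 1 M DEA, pH 9.8, Mg2+, Zn2+. Control set: EDTA negative control, DMSO positive control.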
# PMI act: increases human mannose-6-phosphate isomerase activity | P34949 | purified human PMI, coupled resazurin fluorescence, 20 min; stronger effect = higher value; 1 = vehicle control, 0 substrate-free wells | activation factor at 20 µM | 190,000 tested, 0.005% active | AID 1214;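 active means activation factor of 2 or more at 20 µM, relative to plate controls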
# FLuc inhib CS: counter-screen for luciferase assay inhibitors: firefly luciferase inhibition. ATPLite firefly luciferase biochemical luminescence, 10 min. inhibition, % at 10 µM. P08659. 200,000 tested, 1.5% active;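 active means inhibition above about 50% when tested at 10 µM, limit read from the data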
# TNAP inh hi DEA: TNAP (human) inhibition, high acceptor; inhibition, % at 20 µM; P05186; 200,000 tested, 0.03% active; purified TNAP, CDP-star luminescence, 1 M DEA; AID 1135;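 active means over 50% inhibition of tissue-nonspecific alkaline phosphatase at 20 µM in the single-dose screen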;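 further: plate controls were DMSO wells for no effect and EDTA-quenched wells as full inhibition for full effect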
# bIAP activator: increases bovine intestinal alkaline phosphatase activity; activation factor at 20 µM; 200,000 tested, 0.17% active; AID 1016; purified bovine IAP, CDP-star luminescence, 30 min; stronger effect = higher value; fold of DMSO-control signal, blank-subtracted;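 active means activation factor of 2 or more at 20 µM, a signal rise over negative controls twice the positive control's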
# * hit, by the source's call; . = not tested or not shown.
SMILES,PMI act hi M6P,TNAP inh no acc,NF-kB neuron act,APP 5'UTR act,FLuc stim CS,TNAP act hi DEA,PMI act,FLuc inhib CS,TNAP inh hi DEA,bIAP activator
CCCNC(=O)c1cc(OC)c(OC)cc1[N+](=O)[O-],0.9,-16,0.99,-6,1,1.1,1,-4,-6,0.9
O=C1[C@H]2[C@@H](C(=O)N1c1cc(Cl)cc(Cl)c1)[C@]1(C(=O)Nc3ccccc31)N1CCC[C@@H]21,0.9,1,1,1,1,1,0.9,-2,-4,1
O=S(=O)(c1cccs1)N1CN(Cc2ccc(F)cc2)c2nc3ccccc3nc21,1.2,-3,1.4,13,1,1,1,-5,-3,1
COc1cc(NS(=O)(=O)c2ccc(N/C=C(\C#N)c3nc4ccccc4o3)cc2)nc(OC)n1,1,-8,0.92,-14,1.1,1,1,-5,-1,1.1
NC(=O)NNc1cccc(Cl)n1,0.8,-28,1.1,27,1,1.1,0.9,1,-14,1.1
COCCOC(=O)C1=C(C)N=c2s/c(=C\c3cccs3)c(=O)n2C1c1cccs1 (stereo not given),1,0,0.41,65,1,0.9,0.9,-2,7,0.8
CCC(C)N1CCNCC1 (stereo not given),1.1,1,1,0,1.1,1,1,-7,-1,1
COc1ccccc1NC(NC(=O)c1ccccn1)C(Cl)(Cl)Cl (stereo not given),0.8,-6,1.1,-6,1,1,0.8,-5,-1,0.9
O=C(NCC1COc2ccccc2O1)c1ccccc1 (stereo not given),1,-10,2.7,69,1,1.1,1.1,4,-6,0.9
O=C(N=C1SCC(=O)N1c1ccccc1Cl)c1ccccc1,1,-12,2.4,75,1.1,1.1,1,-6,-7,1
CC1=C(C(=O)N2CCCC(C(=O)c3cccc(C(F)(F)F)c3)C2)OCCO1 (stereo not given),0.9,-2,1.2,4,1,1,0.9,-3,0,1
CC(=O)Nc1nc(SCCCc2ccccc2)n[nH]1,1,28,1.1,-7,1.1,1.1,1,-6,-8,1.4

# The final 3 compounds of the section before are carried over, then new ones follow:
SMILES,PMI act hi M6P,TNAP inh no acc,NF-kB neuron act,APP 5'UTR act,FLuc stim CS,TNAP act hi DEA,PMI act,FLuc inhib CS,TNAP inh hi DEA,bIAP activator
O=C(N=C1SCC(=O)N1c1ccccc1Cl)c1ccccc1,1,-12,2.4,75,1.1,1.1,1,-6,-7,1
CC1=C(C(=O)N2CCCC(C(=O)c3cccc(C(F)(F)F)c3)C2)OCCO1 (stereo not given),0.9,-2,1.2,4,1,1,0.9,-3,0,1
CC(=O)Nc1nc(SCCCc2ccccc2)n[nH]1,1,28,1.1,-7,1.1,1.1,1,-6,-8,1.4
COc1ccc(C2CC(c3ccccc3)Nc3ncnn32)cc1 (stereo not given),1,-5,1.1,-14,1.1,1,1,-8,-4,1
CCOc1cc(N2CCOCC2)c(OCC)cc1NC(=O)COC(=O)[C@H](Cc1c[nH]c2ccccc12)NC(C)=O,1,0,1.1,0,1.1,1,1,-12,-3,1.1
CCC(=O)Nc1cccc(-n2nnnc2SCC(=O)N2CCCCC2)c1,1.1,-8,1.3,7,1,1,1,2,-1,1.1
CCOC(=O)c1ccc(NC(=O)c2ccccc2[N+](=O)[O-])cc1,1,0,1.6,15,0.9,1,1,8,1,0.9
CNCCOc1nc(N2CCOCC2)nc(C)c1[N+](=O)[O-],1.1,23,1.1,2,1.1,1,1,-7,1,0.9
Cc1ccc(NS(=O)(=O)c2ccc(Cl)c(NC(=S)NC(=O)C3CCCCC3)c2)cc1Cl,0.9,-10,1.1,1,1,0.9,0.8,-2,6,1
COc1ccc(CN=CC2=C(O)CC(C)(C)CC2=O)cc1,0.9,-11,1.3,19,1,1.1,0.9,-5,-6,0.9
O=C(O)CN=C(NS(=O)(=O)c1ccccc1)c1ccccc1,0.9,-12,1.1,-12,1,1.1,0.9,-1,-6,0.9
C=CCN(CC=C)S(=O)(=O)c1ccc(C(=O)Nc2nnc(CSC)o2)cc1,1.2,-24,0.93,8,1,1.1,1.1,-4,-8,0.8
Cc1ccc(S(=O)(=O)N2CCC(=O)N(C(COCc3ccc(Cl)cc3)Cc3ccccc3)CC2)cc1 (stereo not given),0.9,-1,0.68,-13,1,1,0.9,-4,1,1.1
Cc1cccc(NC2=C(NC(=O)c3ccccc3)C(=O)c3ccccc3C2=O)c1,0.9,5,0.44,16,1,0.8,0.9,3,16,0.6
CCOc1ccccc1N1CC(C(=O)N2CCc3ccccc3C2)CC1=O (stereo not given),1,-13,0.87,4,1.1,1.1,1,-7,-7,0.9
CCOc1ccccc1NC(=O)/C(C#N)=C/c1c(C)nn(-c2ccc(F)cc2)c1Cl,1.1,-5,1.1,-10,1.1,1,1.1,-7,-3,1
Cc1ccccc1NC(=O)C1CCN(c2cc(-c3ccccc3)nc3ncnn23)CC1,0.9,-12,1.4,10,1,1,0.9,-1,-4,1
CCOc1nc(NCCc2ccc(OC)c(OC)c2)nc(NC(C)(C)CO)n1,1,-5,1.1,28,1,1,0.9,-3,-2,1.1
CC(=O)c1cccc(CN2CCN(CCc3ccccc3)C(CCO)C2)c1 (stereo not given),1,4,1.1,-11,1.1,1,1,-7,0,1
CCOC(=O)C1CCCN(C(=O)c2ccc(CNc3c(N4CCC(C)CC4)c(=O)c3=O)cc2)C1 (stereo not given),0.9,-15,0.96,20,1.1,1,0.9,-6,-4,1
Cc1cc(C)c(S(=O)(=O)N(C)CC(=O)NC2CCCC2)c(C)c1,0.9,-12,1,-4,1.1,1.1,0.9,-5,-6,1
C/C(Cn1nnc([N+](=O)[O-])n1)=N\NC(=O)c1ccccc1Cl,0.5,-6,0.86,16,1.1,1,0.8,-7,-3,0.9
CCOC(=O)c1[nH]cnc1C(=O)Nc1ccncc1,0.9,-52,1.1,7,1,1.1,0.9,-4,-6,1.7
CCOc1ccc(NC(N)=O)cc1OCC,1,4,0.99,15,1.1,0.9,1,-5,7,1
c1ccc2c(c1)ncc1cccn12,0.9,-16,0.96,10,1.1,1.1,1,-5,-7,0.9
COc1ccc(C2C(C#N)=C(SCC(=O)Nc3ccc(C)cc3)NC3=C2C(=O)CC(C)(C)C3)cc1 (stereo not given),1.2,1,0.83,17,1.1,1,1.1,-7,2,0.9
C=CCNC(=O)c1cccc(C(F)(F)F)c1,0.9,-12,1,9,1,1,0.9,-2,-4,1
O=C1c2ccccc2-c2onc3ccc(N4CCCC4)c1c23,0.4,28,1,-25,1,0.6,0.8,3,36,0.8
COC(=O)c1ccccc1NC(=O)C1CCN(C(=O)c2cc(OC)cc(OC)c2)CC1,0.9,-4,0.79,-2,1,1,0.9,-1,-3,1
Cc1cccc(NC(=O)C2CCN(S(=O)(=O)c3cccs3)CC2)c1,1.1,-3,0.79,7,1.1,1,1,-6,-4,0.8
O=C(NCCc1ccc(Cl)cc1)c1cccs1,1,-6,1.9,67,1,1,1.1,3,-1,1
CN(C)CCNC(=O)C(C(=O)c1ccc(F)cc1)n1ccccc1=O (stereo not given),1,2,1.3,2,1.1,1,1.1,-7,-3,1
CCC(=O)Nc1ccc(C(=O)CSc2nnc(-c3cccnc3)o2)cc1,1.1,-11,0.8,6,1.1,1,1,-7,-3,1
CC1CCN(c2nc(-c3ccc(F)cc3)cc(C(F)(F)F)n2)CC1,0.9,-5,1.6,-19,1,1.1,0.9,-4,-5,0.9
O=c1oc2ccccc2c(Nc2ccc(O)cc2)c1[N+](=O)[O-],0.8,6,1.9,22,1.1,0.9,0.8,-7,12,0.9
CC(C)CCN1CCN(Cc2cccc3cccnc23)CC1CCO (stereo not given),1,-11,1.4,-12,1,1.1,1,-5,-7,1
Cc1c(C(=O)c2ccccc2)c2ccccn2c1CCc1ccccn1,1.8,0,0.98,-1,1,1,1.7,-4,-1,1
Cc1ccccc1NC(=O)CSc1ccc(-c2ccco2)nn1,1,-8,1.1,-11,1,1,1,-1,-3,0.5
Cc1oc(-c2ccccc2F)nc1CN1CCC(C(=O)NC2CCCCCCC2)CC1,0.9,-26,0.68,-5,1,1.1,0.9,0,-9,1.6

# Looked up by structure from above, three records:
SMILES,PMI act hi M6P,TNAP inh no acc,NF-kB neuron act,APP 5'UTR act,FLuc stim CS,TNAP act hi DEA,PMI act,FLuc inhib CS,TNAP inh hi DEA,bIAP activator
CN(C)CCNC(=O)C(C(=O)c1ccc(F)cc1)n1ccccc1=O (stereo not given),1,2,1.3,2,1.1,1,1.1,-7,-3,1
O=C(NCCc1ccc(Cl)cc1)c1cccs1,1,-6,1.9,67,1,1,1.1,3,-1,1
CCC(=O)Nc1ccc(C(=O)CSc2nnc(-c3cccnc3)o2)cc1,1.1,-11,0.8,6,1.1,1,1,-7,-3,1

# Following part.
SMILES,PMI act hi M6P,TNAP inh no acc,NF-kB neuron act,APP 5'UTR act,FLuc stim CS,TNAP act hi DEA,PMI act,FLuc inhib CS,TNAP inh hi DEA,bIAP activator
COc1ccccc1CNC(=O)C1=C(C)C(=O)OC12CCC(C)CC2 (stereo not given),1,15,1,0,1.1,1,1,-7,-5,1.1
Cc1ccc(-c2csc3ncnc(N4CCN(C(=O)c5ccccc5)CC4)c23)cc1,1,1,0.58,13,1,0.9,1,0,5,1.1
O=C(OCC(=O)c1ccc(Cl)s1)c1ccccn1,1.1,-15,1.1,-8,0.4,1,1,57*,0,1
O=C(/C=C/c1ccco1)N1CCC(Cc2ccccc2)CC1,0.9,1,1.6,30,0.9,1,0.9,5,-1,1.3
Cc1nnc(SCC(=O)Nc2ncc(Cl)cc2Cl)n1Cc1ccccc1,1.1,-10,1.1,-9,1.1,1,1,-5,-5,1.1
NNC(=O)c1ccc(Cl)cc1Cl,0.9,-4,1.3,12,1,1,1,-3,-1,0.9
O=C(c1ccc([N+](=O)[O-])cc1)N1CCC(n2nnc3cc(F)ccc32)CC1,.,-3,1.1,9,1,1.1,.,1,-6,1
Cc1cc([N+](=O)[O-])ccc1NC(=O)Nc1ccc(F)cc1F,0.9,-6,0.56,-18,1,1,0.9,-5,-2,0.9
CSc1nc2ccc3nc(NC(=O)c4ccc(C)cc4)sc3c2s1,0.8,-3,1.6,4,1,1,0.8,-4,1,0.9
Cc1ccc(-c2nnc(SCc3ccccc3F)o2)cc1,0.9,-8,7.3*,142*,0.7,1,0.8,26,-5,0.8
COc1ccc(Nc2ccnc(Nc3ccc(OC)cc3)n2)cc1,0.9,-21,0.87,41,0.9,1,0.9,11,-4,1.2
CCOC(=O)c1[nH]c2ccccc2c1NC(=O)C(C)(C)C,0.9,-12,1,-20,1,1.1,0.9,-5,-5,0.9
CNc1nc(-c2ccccc2)nc(-c2ccc(OC)cc2)c1C#N,1,-8,1.1,0,1,1,1,-3,-1,0.9
COc1ccc(OC)c(NC(=O)CN(C)S(=O)(=O)c2ccc3nc(C)sc3c2)c1,1,-13,1.1,0,1,1.1,1,-4,-6,0.9
O=C(CSc1nnc(-c2ccccc2)o1)N1CCc2ccccc2C1,1.1,7,1.1,-8,1,1,1,-3,4,0.9
COc1cc(NC(=O)COC(=O)/C=C/c2c(C)nn(C3CCS(=O)(=O)C3)c2Cl)cc(OC)c1OC (stereo not given),0.9,4,1.3,-4,1.1,1,1,-7,-3,1
CN(C)CCCN(C(=O)c1ccc(S(=O)(=O)N(C)C)cc1)c1nc2ccc(F)cc2s1,1.1,3,.,26,1.1,1.1,1.2,-7,-6,1

# Compound activity from PubChem.
